GlmU inhibition: inhibition of mycobacterial GlmU enzyme – biochemical, glucosamine-1-phosphate acetyltransferase (AID 1376). M. tuberculosis GlmU acetyltransferase enzyme assay; higher % means a stronger effect. inhibition, %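 (tested at 30 µM in the primary screen)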; hits with a dose series show IC50 in µM. actives 0.25% (n = 220,000); in the data active = inhibition above about 13%;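 also: 0% = complete reaction with vehicle and 100% = reaction without substrate; strong numbers were not always called active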
Mtb RmlCD inh: M. tuberculosis RmlC/RmlD inhibition. RmlC+RmlD coupled enzyme assay, percent inhibition; primary screen in compound mixtures. inhibition, % at 3.6 µM. actives 0.03% (n = 160,000). AID 1533; in the data active = inhibition mostly above about 34%, no sharp cut-off; also: some results filed as inactive read as strong as hits
Target sequence (P9WH09 whole entry, looked up): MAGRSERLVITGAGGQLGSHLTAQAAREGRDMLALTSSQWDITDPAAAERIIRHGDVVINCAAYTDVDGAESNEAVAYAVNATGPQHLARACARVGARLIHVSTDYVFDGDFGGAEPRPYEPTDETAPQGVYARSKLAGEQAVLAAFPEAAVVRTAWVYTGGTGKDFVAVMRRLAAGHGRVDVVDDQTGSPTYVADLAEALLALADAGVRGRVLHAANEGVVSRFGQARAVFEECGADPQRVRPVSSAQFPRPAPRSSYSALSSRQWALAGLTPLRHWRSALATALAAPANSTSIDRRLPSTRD
Target sequence (P9WH11 whole entry, looked up): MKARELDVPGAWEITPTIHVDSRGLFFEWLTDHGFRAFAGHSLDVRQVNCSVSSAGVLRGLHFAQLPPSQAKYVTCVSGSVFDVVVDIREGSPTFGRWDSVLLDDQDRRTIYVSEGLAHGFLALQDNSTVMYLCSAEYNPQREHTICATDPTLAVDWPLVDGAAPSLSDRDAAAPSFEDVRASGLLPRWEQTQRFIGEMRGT
* marks the source's active call; other numbers are inactive results; x = no result given. A portion of the library; the hit share may differ from the screen's.

SMILES	GlmU inhibition	Mtb RmlCD inh
Cc1ccc(C(=O)N2CCc3ccccc32)o1	1.7%	x
CC1CCN(CCCOc2ccc(OCc3ccccc3)cc2)CC1	-1.1%	x
COc1ccc(-c2cc(C(F)(F)F)nc(-n3cc(Br)cn3)n2)cc1	-1.1%	-7
CCCCC1=CC2=C(c3ccco3)C(=O)C(C)(OC(=O)c3ccc(OC)cc3)C(=O)C2=CN1CCOC (stereo not drawn)	-3.0%	x
Cc1ccc(Nc2c([N+](=O)[O-])c(=O)oc3ccccc23)cc1	-3.9%	-2
CCOc1cc(C2C3=C(CCCC3=O)N(C)C3=C2C(=O)CCC3)cc(Cl)c1O	-4.8%	x
CS(=O)(=O)Nc1ccccc1Oc1ccccc1	-1.7%	-6
Cn1nc(C(=O)NCCOc2ccccc2)c2ccccc2c1=O	1.0%	-11
COc1ccc(NC(=O)C2=C(C)NC(=S)NC2c2ccc(O)c(OC)c2)cc1 (stereo not drawn)	4.5%	-13
CCN(Cc1ccncc1)C(=O)c1cccs1	4.5%	x
C/C(Cl)=C\Cn1c(N2CCCC2)nc2c1c(=O)[nH]c(=O)n2C	0.6%	-60
CCOc1ccccc1-n1c(SCC(N)=O)nnc1-c1ccco1	2.4%	x
CCOc1ccc(C(=O)Cc2cc(OC)c(OC)cc2[N+](=O)[O-])cc1	-0.2%	5
Cc1cc(Sc2nc(NC(C)(C)C)nc(N3CCOCC3)n2)nc(Cl)n1	3.1%	-10
COc1ccccc1CCc1nnc(CCC(=O)NC(C)Cc2cccnc2)o1 (stereo not drawn)	-10%	-9
O=C(CSc1nc(C2CCCCC2)n(-c2ccccc2)n1)NCCN1C(=O)CSC1=O	-3.7%	-10
O=C(O)c1oc2ccccc2c1CN1CCN(c2ccccc2)CC1	6.6%	8
CCOc1ccc(N2Nc3n[nH]c(N)c3N2)cc1	3.7%	x
Cc1ccc(N2CCN(CC(O)COc3cccc(C)c3)CC2)cc1 (stereo not drawn)	2.0%	7
COCCCNC(=S)NNC(=S)Nc1ccc(F)cc1F	-3.6%	14
O=S(=O)(NC(=S)NC1CCCCC1)c1ccc(Br)cc1	-1.4%	5
Cn1cnnc1SCC(=O)Nc1ccc(F)cc1F	-5.0%	3
Cc1ncoc1C(=O)N1CCCC(C(=O)c2cccc3ccccc23)C1 (stereo not drawn)	5.1%	-9
Cc1nn2c(-n3ccnc3C)c3c(nc2c1-c1ccccc1)CCC3	-1.6%	101
O=C1CC(C(=O)Nc2cccc(F)c2)n2c(nc3ccccc32)N1 (stereo not drawn)	3.6%	-4

Arranged by length of the SMILES (highest first): part of the list above.
SMILES	GlmU inhibition	Mtb RmlCD inh
CCCCC1=CC2=C(c3ccco3)C(=O)C(C)(OC(=O)c3ccc(OC)cc3)C(=O)C2=CN1CCOC (stereo not drawn)	-3.0%	x
O=C(CSc1nc(C2CCCCC2)n(-c2ccccc2)n1)NCCN1C(=O)CSC1=O	-3.7%	-10
COc1ccc(NC(=O)C2=C(C)NC(=S)NC2c2ccc(O)c(OC)c2)cc1 (stereo not drawn)	4.5%	-13
CCOc1ccc(C(=O)Cc2cc(OC)c(OC)cc2[N+](=O)[O-])cc1	-0.2%	5
C/C(Cl)=C\Cn1c(N2CCCC2)nc2c1c(=O)[nH]c(=O)n2C	0.6%	-60
Cc1ccc(Nc2c([N+](=O)[O-])c(=O)oc3ccccc23)cc1	-3.9%	-2
O=C1CC(C(=O)Nc2cccc(F)c2)n2c(nc3ccccc32)N1 (stereo not drawn)	3.6%	-4
Cc1nn2c(-n3ccnc3C)c3c(nc2c1-c1ccccc1)CCC3	-1.6%	101
Cc1ccc(N2CCN(CC(O)COc3cccc(C)c3)CC2)cc1 (stereo not drawn)	2.0%	7
O=C(O)c1oc2ccccc2c1CN1CCN(c2ccccc2)CC1	6.6%	8
CCOc1ccccc1-n1c(SCC(N)=O)nnc1-c1ccco1	2.4%	x
O=S(=O)(NC(=S)NC1CCCCC1)c1ccc(Br)cc1	-1.4%	5
CC1CCN(CCCOc2ccc(OCc3ccccc3)cc2)CC1	-1.1%	x
COCCCNC(=S)NNC(=S)Nc1ccc(F)cc1F	-3.6%	14
CS(=O)(=O)Nc1ccccc1Oc1ccccc1	-1.7%	-6
CCN(Cc1ccncc1)C(=O)c1cccs1	4.5%	x

Other compounds.
SMILES	GlmU inhibition	Mtb RmlCD inh
CCC(CC)C(=O)N1N=C(c2ccc(NS(C)(=O)=O)cc2)CC1c1ccccc1 (stereo not drawn)	0.3%	-8
Cc1cc(C)n2nc(C(=O)Oc3ccc4c(c3)OCO4)nc2n1	5.4%	x
Cc1cccc(C)c1NC(=O)C(C)c1ccc(-c2ccccc2)c(F)c1 (stereo not drawn)	0.8%	8
CCCNC(=O)c1onc(CSc2cccc(OC)c2)c1C(=O)NCCC	-0.9%	8
CC(=O)c1ccc(NC(=O)CSc2nnc(Cc3cccn3C)n2-c2ccc(F)cc2)cc1	4.3%	-4
Cc1ccc(-c2[nH]nc3c2C(c2ccccc2OC(=O)N2CCOCC2)C(C#N)=C(N)O3)cc1 (stereo not drawn)	x	-10
CCN1CCN(CC(O)COc2ccc(Cl)cc2)CC1 (stereo not drawn)	-4.8%	-7
Clc1ccc(-c2nc(Cc3ccccc3Cl)no2)cc1	1.9%	x
CCOC(=O)c1c(NC(=S)NCCc2ccccc2)sc2c1CC(C(C)C)OC2 (stereo not drawn)	-3.6%	-3
COC(=O)c1nc(N)sc1-c1ccc(OC)cc1	4.6%	x
CCN(CC)CCCN(Cc1cc2cc(OC)c(OC)cc2[nH]c1=O)C(=O)Nc1ccccc1	-1.4%	x
CCOC(=O)C1CCCN(c2nc3ccccc3nc2C(C#N)C(=O)OC(C)C)C1 (stereo not drawn)	-1.6%	-8
NC1=NC(=O)C2(COC(c3cccc([N+](=O)[O-])c3)OC2)S1 (stereo not drawn)	-4.4%	7
CCOc1cc(N2C(=O)CC3CS(=O)(=O)CC32)c(OCC)cc1NC(=O)c1ccccc1 (stereo not drawn)	1.1%	x
O=C(COc1ccc(Cl)cc1)NCCSCc1ccccc1Cl	-6.5%	x
C(=N\n1cnnc1)/c1ccccc1OCCOc1ccccc1	-2.7%	-6
Cc1cc(C)c2oc(C(=O)Nc3ccc(S(=O)(=O)N4CCC(C)CC4)cc3)cc(=O)c2c1	-4.7%	10
O=C(CCNC(=O)Cn1ccc2ccccc2c1=O)NCC1CCCC1c1ccccc1 (stereo not drawn)	-5.1%	-5
CC(C)(Sc1cc(C(C)(C)C)c(O)c(C(C)(C)C)c1)Sc1cc(C(C)(C)C)c(O)c(C(C)(C)C)c1	-2.6%	x
CCN(CC)C(=O)C(=O)N/N=C/c1cccs1	0.3%	-7
CCOC(=O)c1c(-c2ccccc2)oc2ccc(OC(=O)N(C)C)cc12	-0.7%	x
CSc1nnc(-c2cccc(C)c2)n1N	9.4%	x
COc1cc(/C=N/NC(=O)C(Cc2c[nH]c3ccccc23)NC(=O)OCC(C)C)cc([N+](=O)[O-])c1O (stereo not drawn)	-0.4%	x
CCOC(=O)C1(Cc2ccc(OC)cc2)CCN(S(C)(=O)=O)CC1	-0.7%	x
CSc1nnc(C(C)c2ncc(C(F)(F)F)cc2Cl)n1C (stereo not drawn)	-1.2%	x

Later entries:
SMILES	GlmU inhibition	Mtb RmlCD inh
CCOC(=O)N1CCN(C(=O)c2noc(C(C)C)c2[N+](=O)[O-])CC1	1.9%	x
Cc1ccc(C)c(CN2C(=O)C3CCCN3c3ccc(C#N)cc32)c1 (stereo not drawn)	1.7%	-5
CCOC(=O)Nc1c(O)ccc2oc(C)c(-c3ccccc3)c12	0.5%	-5
C=CCn1c(SCc2cc(=O)n3cc(C)ccc3n2)nnc1-c1ccc(F)cc1	-2.9%	x
COC(=O)c1nc(N)sc1C(C)C	-0.2%	4
O=C(CSc1nc2ncccc2[nH]1)Nc1ccc2c(c1)OCCO2	2.6%	3
COc1ccc(-c2ccc(C(=O)O)c(=O)[nH]2)cc1	1.8%	6
Cn1cnnc1SCC(=O)Nc1nc(-c2ccccc2)cs1	-6.5%	9
O=C1NC(=O)C2C1C(c1ccc([N+](=O)[O-])cc1)=NN2Cc1ccccc1 (stereo not drawn)	-5.2%	13
Fc1ccc(C(c2nnnn2Cc2ccco2)N2CCN(C3CCCCC3)CC2)cc1 (stereo not drawn)	0.4%	x
O=C(O)c1[nH]c2ccccc2c1NS(=O)(=O)Cc1ccccc1	0.2%	-16
COCCCN(C(=O)Nc1ccccc1)C(C)c1ccncc1 (stereo not drawn)	3.0%	8
COc1nc(-c2ccc(Cl)cc2)nnc1C	1.1%	67
O=C(NC1CCCCC1)C(c1ccccn1)N(C(=O)Cc1cccs1)c1ccc(Cl)cc1 (stereo not drawn)	0.6%	3
NC(=O)c1ccccc1OCC(=O)NS(=O)(=O)c1ccccc1	3.3%	-8
Cc1nn(-c2ccccc2)c(C)c1/C=N/Nc1nc2ccccc2[nH]1	-7.1%	14
CN(CP(=O)(O)CCc1ccccc1)S(C)(=O)=O	8.8%	x
CCN(CC)S(=O)(=O)c1cc(NC(=O)CSc2nc3c(cc2C#N)C(=O)CC(C)(C)C3)ccc1C	-4.9%	8
O=S(=O)(c1ccccc1)N1CCN(C(=S)Nc2ccc(F)cc2)CC1	-0.1%	x
CCCCC(C(=O)NCCC(C)C)N(CCCN1CCOCC1)C(=O)c1snc(C(N)=O)c1N (stereo not drawn)	-2.7%	-3
C(=N\n1cncn1)/c1ccc(N2CCOCC2)cc1	2.4%	7
CC(=O)N1CSCC1C(=O)NNS(=O)(=O)c1ccccc1 (stereo not drawn)	-8.5%	x
COc1ccc(S(=O)(=O)NCCSc2ccccc2)cc1OC	-0.2%	-5
O=C(NC(=S)Nc1nc2ccccc2s1)c1ccco1	6.4%	-10
Cc1ccc(-c2ccc(S(=O)(=O)NCC3CCCO3)cc2)cc1 (stereo not drawn)	1.4%	12

Additional records:
SMILES	GlmU inhibition	Mtb RmlCD inh
COc1ccc(-c2cn(/N=C/c3ccc(Cl)cc3Cl)c(N)n2)cc1	-7.2%	x
COCCNC(=O)CCC(=O)NNc1nc2ccccc2c2nc(-c3ccccc3)nn12	6.6%	-14
CCN(CC)CCN/N=C(\C)c1c(O)[nH]c(=O)[nH]c1=O	6.8%	-3
CCOC(=O)C1C(=O)NC23CCCC2C1c1ccccc1O3 (stereo not drawn)	-2.6%	8
CCOC(=O)N1CCC(NC(=O)c2cc(C(=O)NC3CCN(Cc4ccccc4)CC3)ccc2CO)CC1	-3.0%	9
Cc1ccc(C)c(NC(=O)CCC(=O)NNC(=O)C(c2ccccc2)c2ccccc2)c1	0.7%	x
Cn1cnnc1SCC(=O)N/N=C/c1ccc(OCC(N)=O)cc1	-0.5%	-13
CC1c2[nH]c3ccccc3c2CCN1C(=O)Nc1ccccc1 (stereo not drawn)	0.8%	x
Cc1noc2c1C(c1ccc(N(C)C)cc1)C1=C(CC(C)(C)CC1=O)N2 (stereo not drawn)	2.5%	x
COc1ccc(/C=N/Nc2ncc(C(F)(F)F)cc2Cl)cc1OC	-4.0%	11
O=C(c1ccc(=O)[nH]n1)N1CCN(S(=O)(=O)c2ccc3ccccc3c2)CC1	-2.4%	2
CCOc1ccc(NC(=O)N2CCC(n3nnc4cc(C)ccc43)CC2)cc1	3.2%	-11
COc1cc(/C=N/NC(=O)Cc2ccccc2)ccc1Oc1ccc([N+](=O)[O-])cc1[N+](=O)[O-]	-0.4%	x
COC(=O)[C@@H]1C[C@@]2(O)[C@@H](O)[C@@H](O)[C@@H](O)C[C@H]2N1CC(c1ccccc1)c1ccccc1	1.0%	x
COc1ccc(N2CCN(C(=O)Cn3nnc(-c4ccccc4N)n3)CC2)cc1	-1.2%	-14
O=C(NCCCN1CCC(Cc2ccccc2)CC1)c1ccc2nc(N3CCOCC3)sc2c1	-8.8%	12
COc1ccccc1OCc1ccc(C(=O)NCCN(C)C)o1	-5.9%	-2
CN(C)C(=O)C(=O)c1cccn1-c1ccccc1C#N	-2.2%	8
CCOC(=O)CSc1nnc(CNC(=O)c2ccc(S(=O)(=O)N3CCCCC3)cc2)n1C	4.6%	x
COc1ccc(CN/C=C2\CCCCC2=O)cc1	1.2%	x
CC12CCC(C(=O)NCc3ccccn3)(OC1=O)C2(C)C (stereo not drawn)	-1.7%	3
CCCCN(CCCC)c1nc2ccccc2nc1NS(=O)(=O)c1ccc(NC(C)=O)cc1	0.2%	x
Cc1nccc(-c2cc(-c3ccc(Cl)cc3Cl)no2)n1	-2.6%	-12
COc1cccc(CNC(=O)C(Cc2ccccc2)n2cccc2)c1 (stereo not drawn)	-5.4%	15
Cc1cc(C)c(NC(=O)CSc2ccc3nnc(CCNC(=O)c4ccccc4)n3n2)c(C)c1	-0.8%	10

Next entries.
SMILES	GlmU inhibition	Mtb RmlCD inh
CCCCC1=CC2=CC(=O)C(C)(OC(=O)CC)C(=O)C2=CN1Cc1ccc2c(c1)OCO2 (stereo not drawn)	1.4%	18
CCn1c2c(c(=N)c3ccccc31)CCC2	1.1%	5
Cn1c(=O)c2c(nc(N3CCOCC3)n2Cc2c(F)cccc2Cl)n(C)c1=O	2.8%	x
Cc1ccc2oc(-c3ccco3)nc2c1	1.5%	6
COC(=O)c1ccccc1OP1(=O)COc2ccccc2OC1	0.4%	x
COc1ccc(/C=C2\CCCC3C2=NN(C(=O)c2ccco2)C3c2ccc(OC)c(OC)c2)cc1OC (stereo not drawn)	-1.4%	x
O=C(COC(=O)C12CC3CC(CC(C3)C1)C2)NCCCc1ccccc1	1.9%	-8
COc1ccc(/C(C)=N/NC(=O)CNC(=O)c2cccs2)cc1OC	3.1%	15
FC(F)Oc1ccccc1NC(=S)Nc1cccc(Cl)c1Cl	-3.1%	11
